RNase H inhibition: RNase H inhibition, HIV 1 Gag Pol polyprotein, FRET biochemical assay, screening (AID 372); HIV-1 RT RNase H, FRET RNA/DNA substrate fluorescence; higher % means a stronger effect; one-dose inhibition, % at 10 µM; IC50 in µM for titrated hits; 100,000 compounds, 0.77% hits; in the data active = inhibition above about 50%
Starred values were filed as active, the others as inactive. Only part of the results is shown; rates above refer to the full screens.

SMILES	RNase H inhibition
c1ccc2c(CNc3ccc4[nH]ncc4c3)c3ccccc3cc2c1	24.0%
CCc1c(C)c(C#N)c2nc3ccccc3n2c1N1CCOCC1	12.0%
CCOC(=O)N1CCN(C(=O)C2CCN(Cc3cccc4ccccc34)CC2)CC1	7.0%
C=CCNC(=O)CC(=O)NN=C1CCCC1	15.0%
CCC(=O)c1ccc(N2CCN(C(C)=O)CC2)c(F)c1	3.0%
COc1ccc2ccccc2c1/C=N/Nc1ccc(C(F)(F)F)cn1	30.0%
Clc1ccc(C2NN=C(c3ccccc3)S2)cc1 (stereo not drawn)	7.0%
COc1ccc(/C=C2/C(=O)N(c3ccc(Cl)c(Cl)c3)N=C2C)cc1	18.0%
O=S(=O)(Nc1ccccc1C(F)(F)F)c1ccc(F)cc1	11.0%
CCn1c(C(O)c2cc(OC)c(OC)c(OC)c2)nc2ccccc21 (stereo not drawn)	20.0%
Cc1cccc(N2C(=O)/C(=C/c3ccc(-c4cccc(Cl)c4)o3)SC2=S)c1	7.0%
O=C(c1ccccc1O)N1N=C(c2cccnc2)CC1(O)C(F)(F)F (stereo not drawn)	7.0%
CC(=O)Nc1ccc(Oc2ccc(NC(C)=O)c(NC(C)=O)c2)cc1	27.0%
CN(C)c1ccc(/C=C2\C=C(c3ccc(Cl)cc3)OC2=O)cc1Br	19.0%
Cc1cccc(Oc2cc(NC(=O)c3cccc(F)c3)cc([N+](=O)[O-])c2)c1	0.0%
COc1ccc(C2C(C(=O)OCC(C)C)=C(C)NC3=C2C(=O)CC(c2ccccc2)C3)cc1OC (stereo not drawn)	22.0%
Cc1cc(Cl)ccc1NC(=O)COc1ccc(Br)cc1Cl	21.0%
CCOC(=O)C1=C(C)N=c2s/c(=C/c3ccc(-c4ccc(C)c([N+](=O)[O-])c4)o3)c(=O)n2C1c1cccs1 (stereo not drawn)	17.0%
CN1CCN(C(=O)c2ccc([N+](=O)[O-])cc2Cl)CC1	0.0%
COc1ccc(COC(=O)C2=C(C)NC3=C(C(=O)CCC3)C2c2ccc(Br)cc2)cc1 (stereo not drawn)	9.0%
Cc1ccc(C(O)(C(=O)NCCO)c2ccc(C)cc2)cc1	0.0%
CCC1CCCCN1S(=O)(=O)c1ccc(C)c([N+](=O)[O-])c1 (stereo not drawn)	15.0%
COc1ccccc1/C=C1/SC(=Nc2ccc(F)cc2)NC1=O	30.0%
Cc1cccc(C2=N/C(=C\c3ccccc3OS(=O)(=O)c3ccccc3)C(=O)O2)c1	12.0%
COc1ccc(S(=O)(=O)NC(C(C)C)C(C)C)cc1Br	21.0%
COc1ccc(C(=O)Nc2cc(-c3nc4ccccc4s3)ccc2Cl)cc1Br	12.0%
COC(=O)c1ccccc1NC(=S)NC(=O)c1ccccc1Br	10.0%
Cn1c(=O)c2c(ncn2CC(=O)Nc2cccc3ccccc23)n(C)c1=O	6.0%
O=C(Nc1cccc(Cl)c1)c1ccc(C(=O)Nc2cccc(Cl)c2)cc1	14.0%
CC(C)(C)CC(=O)Nc1cc(Cl)cc(Cl)c1	9.0%
CCOC(=O)c1c(NC(NC(=O)c2ccco2)C(=O)c2ccc(C)cc2)sc2c1CCCC2 (stereo not drawn)	11.0%
CCCCNCCCOc1ccc(C)c(C)c1	15.0%
Cc1ccc(-c2ccc(/C=C(/C#N)C(=O)Nc3ccccc3)o2)c(Br)c1	19.0%
Cc1ccc(/C=N/NC(=O)C(=O)Nc2cccc(C(F)(F)F)c2)cc1	4.0%
CC1(C)CC(=O)C2=C(C1)N=C1c3ccccc3C(=O)C1C2c1cccc(Cl)c1Cl (stereo not drawn)	12.0%
COc1ccc(CC(=O)NCCCN(C)C)cc1	9.0%
O=C(N/N=C/c1cc(Br)cc(I)c1O)C(O)c1ccccc1 (stereo not drawn)	9.0%
CCc1ccc(C(=O)/C=C/c2ccc(-c3cccc([N+](=O)[O-])c3)o2)cc1	3.0%
CCOc1ccc(NC(=O)CC2SC(=O)NC2=O)cc1 (stereo not drawn)	7.0%
CCc1ccccc1N(CC(=O)Nc1ccc2ccccc2c1)S(C)(=O)=O	7.0%
CCc1cccc(NC(=O)C2CC=CCC2C(=O)O)c1 (stereo not drawn)	0.0%
COC(=O)CN(c1ccccc1)S(=O)(=O)c1ccc(OC)cc1	12.0%
O=C1NC(=O)N(Cc2ccco2)C(=O)/C1=C\c1ccc(-c2ccc(Cl)cc2Cl)o1	58.0%*
CCOc1ccc(C(=O)NC(=S)Nc2ccccc2[N+](=O)[O-])cc1Br	8.0%
CCOC(=O)Cn1cc(/C=C2\SC(=O)N(C)C2=O)c2ccccc21	8.0%
COc1ccc(CN2CCN(Cc3ccccc3Cl)CC2)c(OC)c1OC	8.0%
CCCCSc1nnc2c(n1)OC(c1ccc(C)s1)N(C(C)=O)c1ccccc1-2 (stereo not drawn)	18.0%
Cc1cc([N+](=O)[O-])ccc1-n1c(C)cc(/C=C(/C#N)C(=O)Nc2ccc(Cl)cc2)c1C	2.0%
COc1ccc(/C=N/NC(=O)c2cc(C34CC5CC(CC(C5)C3)C4)[nH]n2)cc1	22.0%
COc1ccc(Cl)cc1/C=C1\C(=O)NC(=O)N(c2ccc(Cl)cc2)C1=O	4.0%
CCOc1ccc(NC(=O)C2C3CCC(C3=C(C)C)C2C(=O)O)cc1 (stereo not drawn)	12.0%
COc1ccc(C(=O)c2nc3c(n2O)CCCC3)cc1OC	14.0%
CC1=C(C(=O)Nc2ccc(C)cc2)C(c2ccc(C(C)C)cc2)NC(=S)N1 (stereo not drawn)	7.0%
CCCN(CCC)C(=O)c1cccc([N+](=O)[O-])c1C	0.0%
O=C(O)c1ccc(CSc2ncccn2)cc1	7.0%
O=C(c1ccc([N+](=O)[O-])cc1Cl)n1cnc2ccccc21	2.0%
COc1ccc(CN2CCCC(C)C2)cc1OC (stereo not drawn)	30.0%
NS(=O)(=O)c1ccc(CNC2CC(=O)N(c3ccc(I)cc3)C2=O)cc1 (stereo not drawn)	7.0%
O=C1CC(c2cccc(Cl)c2Cl)c2ccc3ccccc3c2N1 (stereo not drawn)	17.0%
C#CCOc1ccc(/C=C2/C(=O)NC(=O)N(c3ccccc3F)C2=O)cc1Cl	14.0%

Carrying on:
SMILES	RNase H inhibition
COc1ccccc1CNC(=O)CN(c1ccc(C)c(Cl)c1)S(=O)(=O)c1ccc(C)cc1	27.0%
COC(=O)C1=C(C)NC2=C(C(=O)CCC2)C1c1cccc(OC)c1 (stereo not drawn)	5.0%
O=C1NC(=S)N(c2ccccc2F)C(=O)/C1=C/c1ccc(I)o1	6.7µM*
Cc1ccc(N(CC(=O)Nc2ccc(C(N)=O)cc2)S(=O)(=O)c2ccc(F)cc2)cc1	9.0%
CC(=O)N(c1ccc(Br)cc1)C1SC(=O)N(c2ccc(C)cc2)C1=O (stereo not drawn)	0.0%
COc1cc(OC)cc(C(=O)Nc2cccc(-c3nc4ncccc4o3)c2C)c1	4.0%
O=C(O)C1Nc2c(cccc2[N+](=O)[O-])C2C=CCC12 (stereo not drawn)	17.0%
CCOc1ccccc1NC(=O)CC1SC(=Nc2ccccc2)N(c2ccccc2)C1=O (stereo not drawn)	10.0%
CC1=C(C(=O)OCc2ccccc2)C(c2ccccc2Cl)NC(=O)N1 (stereo not drawn)	24.0%
CCc1ccccc1N1C(=O)CC(Sc2nc(C)cc(C)n2)C1=O (stereo not drawn)	0.0%
CC(C)(C)c1ccc(-c2nnc(NC(=O)c3cccs3)s2)cc1	0.0%
CC(C(=O)N1CCc2ccccc2C1)N1C(=O)c2ccccc2C1=O (stereo not drawn)	36.0%
COc1ccc(OC)c(/C=N/NC(=O)/C(=C/c2ccccc2)NC(=O)c2ccccc2)c1	16.0%
CCC(=O)Nc1cc2nn(-c3ccc(OC)cc3)nc2cc1C	17.0%
CC(C)c1ccc(/C=N/N=C2/NC(=O)CS2)cc1	6.0%
COc1cc2c(cc1OC)-c1nnc(-c3ccco3)n1C(C)(C)C2	0.0%
O=[N+]([O-])c1ccccc1N/N=C/c1c(O)ccc2ccccc12	9.0%
Cc1ccccc1NC(=O)c1ccccc1NC(=O)c1ccccc1	10.0%
COc1ccccc1C1NC(=O)C(=O)/C1=C(/O)c1ccc(Br)cc1 (stereo not drawn)	1.0%
CC(C)CC(=O)N1CCN(Cc2ccccc2)CC1	10.0%

Some of the entries above, reformatted:
| molecule | RNase H inhibition |
| --- | --- |
| COc1cc(OC)cc(C(=O)Nc2cccc(-c3nc4ncccc4o3)c2C)c1 | 4.0% |
| O=C(O)C1Nc2c(cccc2[N+](=O)[O-])C2C=CCC12 (stereo not drawn) | 17.0% |
| CCOc1ccccc1NC(=O)CC1SC(=Nc2ccccc2)N(c2ccccc2)C1=O (stereo not drawn) | 10.0% |
| CC1=C(C(=O)OCc2ccccc2)C(c2ccccc2Cl)NC(=O)N1 (stereo not drawn) | 24.0% |
| CCc1ccccc1N1C(=O)CC(Sc2nc(C)cc(C)n2)C1=O (stereo not drawn) | 0.0% |
| CC(C)(C)c1ccc(-c2nnc(NC(=O)c3cccs3)s2)cc1 | 0.0% |
| CC(C(=O)N1CCc2ccccc2C1)N1C(=O)c2ccccc2C1=O (stereo not drawn) | 36.0% |
| COc1ccc(OC)c(/C=N/NC(=O)/C(=C/c2ccccc2)NC(=O)c2ccccc2)c1 | 16.0% |
| CCC(=O)Nc1cc2nn(-c3ccc(OC)cc3)nc2cc1C | 17.0% |
| CC(C)c1ccc(/C=N/N=C2/NC(=O)CS2)cc1 | 6.0% |
| COc1cc2c(cc1OC)-c1nnc(-c3ccco3)n1C(C)(C)C2 | 0.0% |
| O=[N+]([O-])c1ccccc1N/N=C/c1c(O)ccc2ccccc12 | 9.0% |
| Cc1ccccc1NC(=O)c1ccccc1NC(=O)c1ccccc1 | 10.0% |
| COc1ccccc1C1NC(=O)C(=O)/C1=C(/O)c1ccc(Br)cc1 (stereo not drawn) | 1.0% |
| CC(C)CC(=O)N1CCN(Cc2ccccc2)CC1 | 10.0% |

More records:
SMILES	RNase H inhibition
CCOc1ccc(C(=O)N/N=C/c2c(OCc3cccc(Br)c3)ccc3ccccc23)cc1	2.0%
COc1ccc(/C=N/NC(=O)Cc2cccn2C)cc1[N+](=O)[O-]	10.0%
COc1ccc(C2/C(=C(/O)c3ccccc3)C(=O)C(=O)N2c2nc3ccccc3s2)c(OC)c1 (stereo not drawn)	12.0%
N#Cc1ccc(Oc2ccc(C(=O)O)cc2)cc1	4.0%
COc1ccc(C(=O)c2ccccc2)c(OC)c1	7.0%
C=CCNC(=O)/C=C/c1cc(OC)ccc1OC	7.0%
Cc1nc2ccccc2n1S(=O)(=O)c1cc(Cl)ccc1Cl	23.0%
COc1cc(O)c(/C=N\Nc2nc(-c3ccccc3)cc(-c3ccccc3)n2)c(OC)c1	16.0%
Cc1ccc(-n2c(/C=C/c3c(C)n(C)c4ccccc34)nc3ccccc3c2=O)cc1	0.0%
CCOC(=O)C1=C(C)N=c2s/c(=C\c3c4ccccc4cc4ccccc34)c(=O)n2C1c1ccc(Cl)cc1 (stereo not drawn)	17.0%
CCOc1ccc2nc(SC3CC(=O)N(c4ccccc4I)C3=O)sc2c1 (stereo not drawn)	18.0%
N=C1/C(=C/c2cccc(Cl)c2)C(=O)N=C2SC(c3ccccc3)=NN12	11.0%
COc1ccc(C=C2C(=O)OC(C)(C(C)(C)C)OC2=O)cc1 (stereo not drawn)	9.0%
C=CCN1C(=O)/C(=C/c2cccc(OC(=O)c3ccccc3I)c2)SC1=S	13.0%
COc1ccc(NC(NC(=O)c2cccc(C)c2)C(Cl)(Cl)Cl)cc1 (stereo not drawn)	26.0%
COc1ccc(Cl)cc1N=Cc1c(O)[nH]c(=O)[nH]c1=O	11.0%
COC(=O)c1c(NC(=O)c2cccc([N+](=O)[O-])c2)sc2c1CCC2	8.0%
CCCCCCCCn1c(/N=C/c2cccc(OCC)c2O)nc2ccccc21	13.0%
O=C(Nc1nnc(CCCOc2ccc(Cl)cc2Cl)s1)Nc1ccccc1F	18.0%
CC1CCCN(C(=O)c2ccccc2)C1 (stereo not drawn)	0.0%
CC(C)C(=O)Nc1ccc2c3c(cccc13)CC2	8.0%
Cc1ccc(C(=O)Nc2ccccc2-c2ccccc2)cc1	0.0%
CCC(=O)N/C(N)=N\c1nc(C)c2cc(C)ccc2n1	12.0%
Cc1ccc(-c2nc3ccccc3o2)cc1NC(=O)c1ccco1	10.0%
CCc1ccc(-c2nc3cc(NC(C)=O)ccc3o2)cc1	4.0%
COc1cccc(/C=N/NC(=O)CCc2c(C)n[nH]c2C)c1	17.0%
Cc1cc(N2CCN(C(=O)c3cc([N+](=O)[O-])ccc3F)CC2)c(F)cc1[N+](=O)[O-]	7.0%
O=C(COc1ccc(/C=N/NS(=O)(=O)c2ccccc2)cc1)N1CCOCC1	10.0%
CCOc1cc(/C=C2/C(=O)ON=C2c2ccc(Cl)cc2)ccc1OC	4.0%
Cc1cc(N/N=C/c2ccccc2)nc(-c2ccccc2O)n1	10.0%
Oc1ccc2ccccc2c1CN1CCN(Cc2ccc3c(c2)OCO3)CC1	4.0%
Cc1cc(NS(=O)(=O)c2ccc(Nc3nc(-c4ccccn4)cs3)cc2)no1	2.0%
Cc1ccccc1OCC(=O)Nc1cccc(I)c1	14.0%
CCCCc1cc(=O)oc2c(C)c(OCCC)ccc12	9.0%
O=C(Nc1cccc(NS(=O)(=O)c2ccc(Cl)cc2)c1)c1ccccc1	14.0%
COc1ccc(C2/C(=C(\O)c3ccc(F)cc3)C(=O)C(=O)N2c2nncs2)cc1 (stereo not drawn)	5.0%
CC1CCCCC1NC(=O)c1cc2ccccc2o1 (stereo not drawn)	9.0%
COc1cccc(/C=C2\SC(N3CCOCC3)=NC2=O)c1O	14.0%
O=C(Nc1ccc(F)cc1F)c1cc(-c2ccccc2)nc2ccccc12	1.0%
COc1ccc(NC(=S)N/C(=N\S(=O)(=O)c2ccccc2)c2ccccc2)cc1	9.0%
N#C/C(=C/c1ccc(I)o1)C(=O)Nc1ccc(Cl)c(Cl)c1	2.0%
O=S(=O)(NC1CCCCCC1)c1ccc(F)cc1	4.0%
COC(=O)CCc1cc(C(C)(C)C)c(O)c(C(C)(C)C)c1	0.0%
CCOC(=O)c1c(-c2ccncc2)csc1N	4.0%
Cc1ccccc1NC(=O)c1cncc(Br)c1	9.0%
CCN(Cc1ccccc1)C(=O)Cc1ccccc1	0.0%
C(=Nc1cnc2ccccc2c1)c1ccc2c(c1)OCO2	7.0%
O=S(=O)(Nc1ccc(Cl)c2cccnc12)c1ccccc1	20.0%
CCn1c2ccccc2c2nnc(-n3nc(C)c(Cc4ccccc4)c3C)nc21	26.0%

Screening results (PubChem BioAssay)
